M5 antag: antagonists of human muscarinic M5 receptor (CHRM5) | hit rate 0.59% among 360,000 | inhibition, % at 3 µM | CHO-hM5 cells, Fluo-8 calcium fluorescence, ACh EC80 | P08912;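 active = inhibition above a per-plate cutoff, the mean of that plate's test compounds plus 3 SD, cut at about 27% in these data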;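 note: 0% = acetylcholine EC80 with DMSO and 100% = DMSO without agonist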
Target sequence (P08912 whole entry, looked up): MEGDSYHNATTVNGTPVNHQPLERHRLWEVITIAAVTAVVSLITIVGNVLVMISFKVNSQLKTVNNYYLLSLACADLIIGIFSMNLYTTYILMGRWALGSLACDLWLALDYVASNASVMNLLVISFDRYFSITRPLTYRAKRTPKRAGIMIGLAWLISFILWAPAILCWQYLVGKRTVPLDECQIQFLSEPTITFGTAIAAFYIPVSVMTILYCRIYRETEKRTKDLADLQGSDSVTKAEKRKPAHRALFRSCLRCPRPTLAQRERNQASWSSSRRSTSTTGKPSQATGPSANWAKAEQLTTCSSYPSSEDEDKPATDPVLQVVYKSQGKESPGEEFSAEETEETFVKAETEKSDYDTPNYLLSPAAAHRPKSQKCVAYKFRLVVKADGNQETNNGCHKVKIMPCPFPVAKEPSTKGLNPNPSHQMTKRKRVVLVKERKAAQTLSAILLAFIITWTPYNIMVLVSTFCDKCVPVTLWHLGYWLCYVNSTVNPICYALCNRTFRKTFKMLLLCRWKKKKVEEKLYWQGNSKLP
CHO-K1 Ca PAM: M1 PAM counterscreen hit in parental CHO-K1 cells | ATP EC20, Fluo-8 calcium fluorescence; 0% at ATP EC20, 100% at ATP max | activation, % at 3 µM | hit rate 0.02% among 360,000 | AID 602247;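 active = activation above the run cutoff, the mean activation of all test compounds plus 3 SD, cut at about 40% in these data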;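 note: peak over basal fluorescence ratio in a 140 s read after ATP addition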
TAAR1 ag: agonists of human TAAR1. hit rate 0.99% among 360,000. AID 624467. CHO RD-HGA16 TAAR1, Fluo-8 calcium fluorescence; vehicle wells 0%, saturating PEA agonist 100%. Q96RJ0. activation, % at 3 µM;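 active = activation above the mean activation of all test compounds in the run plus 3 SD, cut at about 38% in these data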
Target sequence (Q96RJ0 whole entry, looked up): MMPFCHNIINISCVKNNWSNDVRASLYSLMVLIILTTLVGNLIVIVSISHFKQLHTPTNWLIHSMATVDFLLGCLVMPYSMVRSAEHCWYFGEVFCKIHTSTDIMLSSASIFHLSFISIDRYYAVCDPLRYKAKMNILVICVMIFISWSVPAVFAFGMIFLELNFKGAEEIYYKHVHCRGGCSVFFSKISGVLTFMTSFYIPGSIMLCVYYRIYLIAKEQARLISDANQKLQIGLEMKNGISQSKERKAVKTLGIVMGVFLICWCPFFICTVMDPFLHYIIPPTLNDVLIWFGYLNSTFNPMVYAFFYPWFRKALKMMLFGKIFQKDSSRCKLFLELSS
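Assay system: CHO-derived RD-HGA16 cells with stable Gα16 and human TAAR1; timing: 17-24 h seeding, 75 min 37 °C dye, 30 min RT; read-out: % activation from peak over basal fluorescence ratio, DMSO-to-PEA scaled; measured by: kinetic Fluo-8 calcium fluorescence; benchmarks: low control DMSO, high control PEA (EC100); doses: 3 µM single concentration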
CHRM5 PAM: potentiates acetylcholine response at human M5 receptor; activation, % at 3 µM; hit rate 0.3% among 360,000; CHO-K1 hM5, Fluo-8 calcium, ACh EC20 PAM; 0% = ACh EC20, 100% = ACh EC100; AID 624038;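 active = activation above the run cutoff, the mean activation of all test compounds plus 3 SD, cut at about 18% in these data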
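System: CHO-K1 hM5 cells. Reagent: acetylcholine, EC20 level. Compound dosing: single dose, 3 µM nominal final test concentration. Timing: Post-acetylcholine fluorescence recording 140 s. Detection: Fluo-8 calcium fluorescence. Read-out: % activation, ACh-normalized. Benchmarks: ACh EC20 and EC100 wells. Repeats: singlicate, one well per test compound.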
M5 ag: CHRM5 agonism in calcium assay; P08912; hit rate 0.19% among 360,000; AID 624037; activation, % at 3 µM; CHO-K1 hM5 cells, Fluo-8 calcium fluorescence; 0% DMSO wells, 100% maximal acetylcholine response;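 active = activation above the run's mean over test compounds plus 3 SD, cut at about 23% in these data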;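 note: signal is peak over basal fluorescence ratio across the kinetic read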
CRFR2-BP antag: blocks CRF-induced signaling of the CRF-BP/CRF-R2 complex | HEK293 CRF-R2/CRF-BP, CRF-induced calcium fluorescence | inhibition, % at 11.8 µM | hit rate 0.59% among 350,000 | AID 588475;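 active = inhibition of the ligand-induced calcium signal above about 50% at the single tested concentration, limit read from the data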
CRFBP-R2 agonist: CRF-BP/CRF-R2 complex agonism. HEK293 CRF-R2/CRF-BP, calcium dye fluorescence (FLIPR); percent of saturating CRF peptide response. activation, % at 13.2 µM. hit rate 0.46% among 350,000. AID 588473;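 active = activation of at least 50%, plus an integration ratio under a set limit after plate pattern correction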;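 note: plate controls were neutral control wells without compound for no effect and CRF at EC100 for full effect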
M4 PAM: positive allosteric modulators of human muscarinic M4 receptor | CHO-K1 hM4/Gqi5, Fluo-8 calcium fluorescence, ACh EC20; 0% = ACh EC20, 100% = maximal ACh | activation, % at 3 µM | AID 624126 | hit rate 0.4% among 360,000;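 active = activation above its plate's cutoff, the mean activation of sample wells plus 3 SD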; note: some results filed as inactive read as strong as hits
TAAR1 antagonist: antagonists of human TAAR1; Q96RJ0; CHO RD-HGA16 TAAR1, Fluo-8 calcium fluorescence, antagonist; inhibition, % at 3 µM; hit rate 1.5% among 360,000; AID 624466;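 active = inhibition above a per-plate cutoff, the mean inhibition of test compounds on that plate plus 3 SD, cut at about 49% in these data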;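 note: 0% = DMSO plus EC80 beta-PEA response and 100% = DMSO alone without agonist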
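Assay system: RD-HGA16 CHO cells with stable hTAAR1 and Gα16 / Reagent: EC80 β-phenethylamine stimulus / Doses: 3 µM, single point / Timing: dye loading 75 min at 37 °C, then 30 min room temperature / Measured by: Fluo-8 intracellular calcium dye fluorescence, real-time kinetic reads / Controls: vehicle wells and EC80 agonist wells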
The depositor's hits bear a star.

Screening CCCC1CC(CCc2ccccc2)OS(=O)(=O)N1 (stereo not drawn) returned M5 antag 9, CHO-K1 Ca PAM 14, TAAR1 ag 6, CHRM5 PAM 1, M5 ag -3, CRFR2-BP antag -3, CRFBP-R2 agonist 0.1, M4 PAM 4 and TAAR1 antagonist -5.
`CCCC(C)NC(=O)Cc1ccc(S(=O)(=O)N2CCOCC2)s1` (stereo not drawn) gave M5 antag 15, CHO-K1 Ca PAM 20, TAAR1 ag 2, CHRM5 PAM -1, M5 ag -2, CRFR2-BP antag 9, CRFBP-R2 agonist -0.7, M4 PAM 8 and TAAR1 antagonist -2.
COc1ccc(-c2nc3ccc(Br)cn3c2CC(C)(C)C)cc1OC was read as M5 antag 4, CHO-K1 Ca PAM -6, TAAR1 ag 0, CHRM5 PAM -3, M5 ag -1, M4 PAM -8 and TAAR1 antagonist -16.
O=C(CN1c2ccccc2Sc2ccccc21)N/N=C/c1ccc(Cl)cc1 was read as M5 antag 1, CHO-K1 Ca PAM 3, TAAR1 ag 3, CHRM5 PAM 8, M5 ag -3, CRFR2-BP antag -5, CRFBP-R2 agonist -0.1, M4 PAM -4 and TAAR1 antagonist -26.
Screening CC(C)(C)NC(=O)C(c1ccc(-c2ccccc2)cc1)n1c(=O)c(-c2ccccc2)nc2ccccc21 (stereo not drawn) returned M5 antag 1, TAAR1 ag 2, CHRM5 PAM -6, M5 ag 0, M4 PAM -5 and TAAR1 antagonist -23.
Screening CC(C)(C)c1nnc(NS(=O)(=O)c2cc(Cl)ccc2Cl)s1 returned M5 antag 0, CHO-K1 Ca PAM -3, TAAR1 ag 0, CHRM5 PAM 3, M5 ag -3, CRFR2-BP antag 24, CRFBP-R2 agonist -1.9, M4 PAM 0 and TAAR1 antagonist -25.
CCOc1ccc(Br)cc1S(=O)(=O)N1CCCC1 was read as M5 antag 2, CHO-K1 Ca PAM 6, TAAR1 ag 5, CHRM5 PAM -1, M5 ag -8, CRFR2-BP antag -43, CRFBP-R2 agonist -2.7, M4 PAM -2 and TAAR1 antagonist -4.
`O=C(COC(=O)/C=C/c1cccc(Cl)c1Cl)Nc1ccc2[nH]c(=O)[nH]c2c1` gave M5 antag -12, CHO-K1 Ca PAM 16, TAAR1 ag 7, CHRM5 PAM 5, M5 ag 2, CRFR2-BP antag 6, CRFBP-R2 agonist -1.2, M4 PAM 15 and TAAR1 antagonist -9.
For CCOC(=O)c1c(Nc2ccccc2N)cc(C)nc1C the results were M5 antag 5, CHO-K1 Ca PAM -11, TAAR1 ag 4, CHRM5 PAM -2, M5 ag -8, CRFR2-BP antag -7, CRFBP-R2 agonist 1.3, M4 PAM -18 and TAAR1 antagonist -7.
`Cc1nc2ccc(NC(=O)c3ccc(Cl)s3)cc2s1` gave M5 antag -3, CHO-K1 Ca PAM -8, TAAR1 ag 2, CHRM5 PAM 1, M5 ag 2, CRFR2-BP antag -8, CRFBP-R2 agonist -0.3, M4 PAM 7 and TAAR1 antagonist -18.
For CC(=O)Nc1ccc(N2C(=O)CC(Sc3nccc(C)n3)C2=O)cc1 (stereo not drawn) the results were M5 antag 4, CHO-K1 Ca PAM -23, TAAR1 ag 1, CHRM5 PAM 2, M5 ag 2, CRFR2-BP antag 10, CRFBP-R2 agonist -1.7, M4 PAM 7 and TAAR1 antagonist -24.
CCOC(=O)c1c(N)sc(C(=O)OCCOC)c1C was read as M5 antag -36, CHO-K1 Ca PAM -8, TAAR1 ag -1, CHRM5 PAM 3, M5 ag -1, CRFR2-BP antag -3, CRFBP-R2 agonist -7.5, M4 PAM 4 and TAAR1 antagonist 8.
Screening CC1(C(=O)O)CCCN1C(=O)c1ccccc1OC(F)(F)F (stereo not drawn) returned M5 antag -22, CHO-K1 Ca PAM -4, TAAR1 ag -1, CHRM5 PAM -3, M5 ag 1, M4 PAM 4 and TAAR1 antagonist -1.
For CCOC(=O)C1CCNC(=O)C1=O (stereo not drawn) the results were M5 antag 5, CHO-K1 Ca PAM 19, TAAR1 ag 0, CHRM5 PAM 2, M5 ag 0, CRFR2-BP antag -1, CRFBP-R2 agonist 0.0, M4 PAM 2 and TAAR1 antagonist 2.
Screening CCOC(=O)C(=Cc1ccc(-n2cncn2)cc1)C(=O)OCC returned M5 antag 2, CHO-K1 Ca PAM 9, TAAR1 ag 19, CHRM5 PAM -3, M5 ag -2, CRFR2-BP antag 6, CRFBP-R2 agonist 1.1, M4 PAM 4 and TAAR1 antagonist -10.

Brought forward from above: 2 compounds; new compounds follow.
For CCOC(=O)C1CCNC(=O)C1=O (stereo not drawn) the results were M5 antag 5, CHO-K1 Ca PAM 19, TAAR1 ag 0, CHRM5 PAM 2, M5 ag 0, CRFR2-BP antag -1, CRFBP-R2 agonist 0.0, M4 PAM 2 and TAAR1 antagonist 2.
Screening CCOC(=O)C(=Cc1ccc(-n2cncn2)cc1)C(=O)OCC returned M5 antag 2, CHO-K1 Ca PAM 9, TAAR1 ag 19, CHRM5 PAM -3, M5 ag -2, CRFR2-BP antag 6, CRFBP-R2 agonist 1.1, M4 PAM 4 and TAAR1 antagonist -10.
`O=C(CSc1nc2ccccc2n1Cc1ccccc1Cl)N/N=C/c1ccccc1C(=O)O` gave M5 antag 12, CHO-K1 Ca PAM 18, TAAR1 ag 0, CHRM5 PAM -1, M5 ag 0, CRFR2-BP antag -26, CRFBP-R2 agonist 9.1, M4 PAM -8 and TAAR1 antagonist -7.
For Cc1ccc(NC(=O)c2ccc(S(=O)(=O)NCc3cccnc3)cc2)c(C)c1 the results were M5 antag 11, CHO-K1 Ca PAM 5, TAAR1 ag 2, CHRM5 PAM -5, M5 ag 0, CRFR2-BP antag 11, CRFBP-R2 agonist -0.5, M4 PAM -5 and TAAR1 antagonist 5.
`O=C(Cc1ccc(-n2c(=O)c3ccccc3n(Cc3ccccc3Cl)c2=O)cc1)NCC1CCCO1` (stereo not drawn) gave M5 antag 9, CHO-K1 Ca PAM 17, TAAR1 ag 1, CHRM5 PAM -3, M5 ag 0, CRFR2-BP antag -7, CRFBP-R2 agonist -1.3, M4 PAM -1 and TAAR1 antagonist -7.
Screening O=c1cc(CSc2nnc(COc3cccc4ccccc34)o2)c2ccccc2[nH]1 returned M5 antag 1, CHO-K1 Ca PAM 9, TAAR1 ag 0, CHRM5 PAM 2, M5 ag 3, CRFR2-BP antag -12, CRFBP-R2 agonist -0.2, M4 PAM -3 and TAAR1 antagonist -4.
For CCOC(=O)C1=C(CC)Nc2ccccc2N=C1N the results were M5 antag 11, CHO-K1 Ca PAM 1, TAAR1 ag -1, CHRM5 PAM 2, M5 ag -3, CRFR2-BP antag -2, CRFBP-R2 agonist -1.6, M4 PAM 7 and TAAR1 antagonist 8.
`O=C(Nc1ccc2oc(=O)ccc2c1)c1ccc2ccccc2c1` gave M5 antag -7, CHO-K1 Ca PAM 1, TAAR1 ag 12, CHRM5 PAM 6, M5 ag 0, CRFR2-BP antag 0, CRFBP-R2 agonist -1.0, M4 PAM 0 and TAAR1 antagonist 40.
`C=CCn1c(SCC(=O)/C(C#N)=C(\C)N)nc2sc(C)c(C)c2c1=O` gave M5 antag -2, CHO-K1 Ca PAM 10, TAAR1 ag -1, CHRM5 PAM 7, M5 ag 1, CRFR2-BP antag -5, CRFBP-R2 agonist -0.2, M4 PAM 4 and TAAR1 antagonist -4.
O=C(CSc1ccccc1)NCCc1ccccc1 was read as M5 antag 12, CHO-K1 Ca PAM 21, TAAR1 ag 29, CHRM5 PAM 7, M5 ag 1, CRFR2-BP antag 4, CRFBP-R2 agonist -0.2, M4 PAM 2 and TAAR1 antagonist -10.
Screening O=Nc1c(O)c2ccccc2c2ccccc12 returned M5 antag 2, CHO-K1 Ca PAM 4, TAAR1 ag 27, CHRM5 PAM 8, M5 ag -1, CRFR2-BP antag 16, CRFBP-R2 agonist 27, M4 PAM 6 and TAAR1 antagonist 1.
For COc1ccc(/C=C2\CCc3ccccc3C2=O)cc1Cn1cccn1 the results were M5 antag 10, CHO-K1 Ca PAM -7, TAAR1 ag 20, CHRM5 PAM -16, M5 ag 0, CRFR2-BP antag -12, CRFBP-R2 agonist 6.1, M4 PAM -9 and TAAR1 antagonist 49.
For COc1ccc(S(=O)(=O)NC(C)C(=O)Nc2cccc([N+](=O)[O-])c2)cc1 (stereo not drawn) the results were M5 antag 6, CHO-K1 Ca PAM 16, TAAR1 ag 1, CHRM5 PAM -2, M5 ag -2, CRFR2-BP antag 12, CRFBP-R2 agonist -2.4, M4 PAM 1 and TAAR1 antagonist -3.
Screening O=C(COC(=O)c1c[nH]c(=O)[nH]c1=O)Nc1ccccc1F returned M5 antag 4, CHO-K1 Ca PAM 3, TAAR1 ag 1, CHRM5 PAM 7, M5 ag 3, CRFR2-BP antag 4, CRFBP-R2 agonist 0.3, M4 PAM -4 and TAAR1 antagonist -26.
For S=C(NCCc1ccccc1)N1CCn2cccc2C1c1cccnc1 (stereo not drawn) the results were M5 antag 2, CHO-K1 Ca PAM 9, TAAR1 ag 57*, CHRM5 PAM 6, M5 ag 2, CRFR2-BP antag -9, CRFBP-R2 agonist -3.8, M4 PAM -4 and TAAR1 antagonist 13.
Cc1ccc(NC(=O)CC2Nc3ccccc3NC2=O)cc1Cl (stereo not drawn) was read as M5 antag -2, CHO-K1 Ca PAM -5, TAAR1 ag 2, CHRM5 PAM 3, M5 ag 1, CRFR2-BP antag -3, CRFBP-R2 agonist 1.0, M4 PAM 0 and TAAR1 antagonist 2.
CCCNC(=O)NC(C)C12CC3CC(CC(C3)C1)C2 (stereo not drawn) was read as M5 antag 1, CHO-K1 Ca PAM 11, TAAR1 ag 2, CHRM5 PAM -3, M5 ag 1, CRFR2-BP antag 5, CRFBP-R2 agonist -0.6, M4 PAM 5 and TAAR1 antagonist 7.

Among those listed so far, 3 have an NH in an aromatic ring.
`O=C(COC(=O)/C=C/c1cccc(Cl)c1Cl)Nc1ccc2[nH]c(=O)[nH]c2c1` gave M5 antag -12, CHO-K1 Ca PAM 16, TAAR1 ag 7, CHRM5 PAM 5, M5 ag 2, CRFR2-BP antag 6, CRFBP-R2 agonist -1.2, M4 PAM 15 and TAAR1 antagonist -9.
Screening O=c1cc(CSc2nnc(COc3cccc4ccccc34)o2)c2ccccc2[nH]1 returned M5 antag 1, CHO-K1 Ca PAM 9, TAAR1 ag 0, CHRM5 PAM 2, M5 ag 3, CRFR2-BP antag -12, CRFBP-R2 agonist -0.2, M4 PAM -3 and TAAR1 antagonist -4.
Screening O=C(COC(=O)c1c[nH]c(=O)[nH]c1=O)Nc1ccccc1F returned M5 antag 4, CHO-K1 Ca PAM 3, TAAR1 ag 1, CHRM5 PAM 7, M5 ag 3, CRFR2-BP antag 4, CRFBP-R2 agonist 0.3, M4 PAM -4 and TAAR1 antagonist -26.

Bioassay records: PubChem BioAssay, several laboratories
